# Screening results as filed in PubChem BioAssay.
# E-sel TNF inh: TNF alpha driven E-selectin expression inhibition; inhibition, % at 2 µM; HUVEC TNFa-induced E-selectin immunofluorescence, high content; hit rate 0.71% among 120,000;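 active means inhibition above the batch mean plus 3 SD, and confirmed as a hit on visual image review, cut at about 43% in these data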;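 further: 0% = TNF-stimulated DMSO wells and 100% = unstimulated control wells; not every result past the cut was called active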
# GALR2 blocker: blocks the human galanin receptor 2; O43603; GALR2-expressing cells, antagonist mode; inhibition, % at 4 µM; hit rate 0.39% among 140,000; in the data active means inhibition above about 27%;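 further: cells stimulated with galanin 1-16 at roughly its EC80; 0% = agonist challenge control and 100% = basal control without agonist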
# Target sequence (O43603 whole entry, looked up): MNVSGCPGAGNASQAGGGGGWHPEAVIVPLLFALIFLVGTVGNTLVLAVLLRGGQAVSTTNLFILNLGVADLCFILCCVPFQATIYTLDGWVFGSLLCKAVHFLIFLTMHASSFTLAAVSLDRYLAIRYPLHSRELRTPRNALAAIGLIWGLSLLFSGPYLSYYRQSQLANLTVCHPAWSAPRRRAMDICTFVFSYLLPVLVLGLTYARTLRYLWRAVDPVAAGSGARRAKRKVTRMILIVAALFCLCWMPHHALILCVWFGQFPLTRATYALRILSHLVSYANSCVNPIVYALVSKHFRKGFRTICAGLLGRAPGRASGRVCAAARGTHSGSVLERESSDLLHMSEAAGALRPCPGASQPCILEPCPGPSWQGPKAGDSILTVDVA
# bCat KO growth: beta-catenin-lacking colon tumor cell growth suppression; viability, % at 10 µM; HCT116 beta-catenin knockout viability, CellTiter-Glo, 60 h; stronger effect = lower value; hit rate 1.5% among 140,000;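 active means viability at or under a set limit, the compound median less 4 SD, cut at about 6% in these data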;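 further: 0% = Hyamine 1622 control at 20 µM and 100% = untreated cell control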
# NPY-Y2 antag: NPY-Y2 (human) receptor antagonism; inhibition, % at 2.7 µM; P49146; NPY-Y2 expressing cells, antagonist mode; hit rate 0.99% among 140,000; in the data active means inhibition above about 17%;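 further: 0% = vehicle with agonist challenge and 100% = reference antagonist with challenge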
# Target sequence (P49146 whole entry, looked up): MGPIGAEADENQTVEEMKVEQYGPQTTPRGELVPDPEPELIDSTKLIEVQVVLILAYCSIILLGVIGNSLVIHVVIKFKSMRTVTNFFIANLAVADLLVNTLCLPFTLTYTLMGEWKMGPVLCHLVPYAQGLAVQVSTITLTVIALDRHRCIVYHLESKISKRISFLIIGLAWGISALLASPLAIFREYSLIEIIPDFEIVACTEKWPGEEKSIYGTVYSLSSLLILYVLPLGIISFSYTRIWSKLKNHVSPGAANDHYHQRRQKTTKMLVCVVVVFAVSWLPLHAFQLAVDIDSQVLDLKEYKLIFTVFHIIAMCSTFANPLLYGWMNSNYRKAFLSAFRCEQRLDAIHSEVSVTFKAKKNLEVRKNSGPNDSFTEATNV
# MRP-1 activ: activators of MRP-1. H69AR cells + doxorubicin, viability rescue, CellTiter-Glo. viability increase, % at 10 µM. hit rate 0.61% among 140,000. AID 799;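 active means viability gain under doxorubicin at or above a set limit, the compound median plus 3 SD, cut at about 4.7% in these data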;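 further: MRP-1 overexpressing cells given doxorubicin 25 µM after compound pretreatment; 18-22 h compound pretreatment then 72 h with doxorubicin before readout; 0% = doxorubicin-only wells and 100% = vehicle-treated cells without doxorubicin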
# BB579 growth dn: yeast BB579 growth reduction in restrictive medium | S. cerevisiae BB579 growth, OD615, 48 h | inhibition, % at 10 µM | hit rate 0.51% among 140,000;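 active means inhibition above a set limit, 3 SD over the mean compound inhibition, cut at about 44% in these data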; further: inactives centre near -24
#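 System: Saccharomyces cerevisiae DeaD strain BB579, replicative lifespan model yeast. Buffer or medium: restrictive glucose-based CSMM-D medium. Doses: one dose, 10 µM compound with 0.25% DMSO. Timing: 4 h preincubation and 48 h exposure at 30 °C. Detection: turbidity as optical density at 615 nm. Benchmarks: amphotericin B 10 µg/mL, positive.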
# PTEN del growth: suppresses growth of cells with PTEN deletion | hit rate 1.2% among 140,000 | viability, % at 10 µM | HCT116 PTEN-null viability, CellTiter-Glo, 60 h; stronger effect = lower value | AID 827;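 active means viability at or below a set limit, 4 SD under the median of all tested compounds, cut at about 3.7% in these data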;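 further: PTEN knockout HCT116 line with beta catenin targeted HCT116 as companion control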
# Phagocyt inh: blocks phagocytosis by macrophages. J774A.1 macrophage IgG-bead phagocytosis, imaging. inhibition, % at 5 µM. hit rate 0.07% among 110,000;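 active means inhibition above the mean of the plate negative controls plus 5 SD, cut at about 13% in these data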;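 further: phagocytic index as fraction of beads internalized from green versus red external bead signal; plate controls were DMSO negative control for no effect and cytochalasin-D positive control for full effect; some results beyond the cut were filed as inactive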
# Yeast lifespan up: extends the lifespan of yeast. hit rate 0.68% among 130,000. inhibition of the nicotinamide effect, % at 10 µM. S. cerevisiae growth with nicotinamide, OD615; deaD strain in restrictive glucose medium. AID 775;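 active means inhibition above a set limit, placed 3 SD over the median of all compounds, cut at about 26% in these data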;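 further: 0% = nicotinamide-treated wells and 100% = cells grown without nicotinamide; some compounds called inactive have numbers as strong as hits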
#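 Assay system: DeaD-strain S. cerevisiae. Medium: CSMM-D glucose medium, restrictive. Reagent: nicotinamide, 1.5 mM, co-present with compound. Compound: 10 µM single point, 0.25% DMSO. Schedule: culture preincubation 4 h, compound exposure 48 h, both 30 °C. Detection: absorbance at 615 nm.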
# Measles CPE: protection of cells from measles virus; protection (pct of control), % at 4 µM; AID 841; hit rate 1.5% among 140,000; Measles virus-infected cells, CPE protection, absorbance; in the data active means protection mostly above about 24%, no sharp cut-off; inactive means mostly below about 26%; further: some compounds called inactive have numbers as strong as hits
# * marks the source's active call; other numbers are inactive results; . = no result given. Only part of the results is shown, so the mix of outcomes need not match the whole.
# A first look, 12 compounds:
[1] CC(C)[C@@]1(NC(=O)[C@@H]2C=C3c4cccc5[nH]cc(c45)C[C@H]3N(C)C2)O[C@@]2(O)[C@@H]3CCCN3C(=O)[C@H](Cc3ccccc3)N2C1=O
[2] O=c1[nH]c(=O)n(CCc2ccccc2)c(O)c1C=NCCN1CCNCC1
[3] O=c1c2ccccc2ncn1-c1ccc([N+](=O)[O-])c(C(F)(F)F)c1
[4] Cc1ccc(-n2c(-c3cccs3)nc3ccccc3c2=O)cc1
[5] COc1ccc(CC[n+]2cc(/N=C(\C)[O-])on2)cc1OC
[6] O=C(CNS(=O)(=O)c1cccs1)N1CCC2(CC1)OCCO2
[7] O=C(NCc1ccccn1)c1ccccc1Cl
[8] C=CCN1C(=O)NC(=O)/C(=C/c2cnc(SC)nc2)C1=O
[9] CC/C(=C\C=C\[C@@H]1C=C[C@@H]2CCC[C@H]2[C@@H]1C(=O)c1ccc[nH]1)[C@@H]1O[C@@H]([C@@H](C)C(=O)O)CC[C@@H]1C
[10] CN(C)C(=O)Oc1cccc2c(OC(=O)N(C)C)cccc12

Assay by compound | 1 | 2 | 3 | 4 | 5 | 6 | 7 | 8 | 9 | 10
E-sel TNF inh | . | 8 | . | -24 | -6 | -15 | -12 | -21 | 5 | 10
GALR2 blocker | -7 | -8 | -11 | -8 | -1 | 5 | 2 | 0 | -26 | 9
bCat KO growth | 80 | 100 | 88 | 87 | 99 | 108 | 81 | 93 | 19 | 95
NPY-Y2 antag | -1 | 3 | 0 | 4 | 2 | 3 | 5 | 3 | 4 | 0
MRP-1 activ | -0.7 | -1.6 | -1.8 | -0.7 | -1.3 | -0.3 | -2.5 | -2.9 | -4.2 | -2.9
BB579 growth dn | -43 | -21 | -26 | -35 | -46 | -8 | 2 | -12 | -28 | -28
PTEN del growth | 75 | 99 | 91 | 74 | 97 | 99 | 87 | 99 | 27 | 102
Phagocyt inh | . | 1 | -2 | -2 | . | . | 3 | 0 | . | -2
Yeast lifespan up | 10 | -2 | 5 | -1 | -4 | -20 | -13 | -15 | . | -1
Measles CPE | 4 | 6 | 14 | 29 | 35* | 3 | 3 | 2 | 4 | 3

[11] CC(C)COc1ccc(C2(C#N)CC[N+](C)(C)CC2)cc1
[12] CNCCc1nc(N)n[nH]1

Assay by compound | 11 | 12
E-sel TNF inh | -7 | 0
GALR2 blocker | 6 | -6
bCat KO growth | 100 | 92
NPY-Y2 antag | 0 | 2
MRP-1 activ | -3.0 | 0.1
BB579 growth dn | -6 | -48
PTEN del growth | 94 | 102
Phagocyt inh | . | 2
Yeast lifespan up | -23 | -2
Measles CPE | 7 | 13

# Main list (from the top)
[1] CC(C)[C@@]1(NC(=O)[C@@H]2C=C3c4cccc5[nH]cc(c45)C[C@H]3N(C)C2)O[C@@]2(O)[C@@H]3CCCN3C(=O)[C@H](Cc3ccccc3)N2C1=O
[2] O=c1[nH]c(=O)n(CCc2ccccc2)c(O)c1C=NCCN1CCNCC1
[3] O=c1c2ccccc2ncn1-c1ccc([N+](=O)[O-])c(C(F)(F)F)c1
[4] Cc1ccc(-n2c(-c3cccs3)nc3ccccc3c2=O)cc1
[5] COc1ccc(CC[n+]2cc(/N=C(\C)[O-])on2)cc1OC
[6] O=C(CNS(=O)(=O)c1cccs1)N1CCC2(CC1)OCCO2
[7] O=C(NCc1ccccn1)c1ccccc1Cl
[8] C=CCN1C(=O)NC(=O)/C(=C/c2cnc(SC)nc2)C1=O

Assay by compound | 1 | 2 | 3 | 4 | 5 | 6 | 7 | 8
E-sel TNF inh | . | 8 | . | -24 | -6 | -15 | -12 | -21
GALR2 blocker | -7 | -8 | -11 | -8 | -1 | 5 | 2 | 0
bCat KO growth | 80 | 100 | 88 | 87 | 99 | 108 | 81 | 93
NPY-Y2 antag | -1 | 3 | 0 | 4 | 2 | 3 | 5 | 3
MRP-1 activ | -0.7 | -1.6 | -1.8 | -0.7 | -1.3 | -0.3 | -2.5 | -2.9
BB579 growth dn | -43 | -21 | -26 | -35 | -46 | -8 | 2 | -12
PTEN del growth | 75 | 99 | 91 | 74 | 97 | 99 | 87 | 99
Phagocyt inh | . | 1 | -2 | -2 | . | . | 3 | 0
Yeast lifespan up | 10 | -2 | 5 | -1 | -4 | -20 | -13 | -15
Measles CPE | 4 | 6 | 14 | 29 | 35* | 3 | 3 | 2

[9] CC/C(=C\C=C\[C@@H]1C=C[C@@H]2CCC[C@H]2[C@@H]1C(=O)c1ccc[nH]1)[C@@H]1O[C@@H]([C@@H](C)C(=O)O)CC[C@@H]1C
[10] CN(C)C(=O)Oc1cccc2c(OC(=O)N(C)C)cccc12
[11] CC(C)COc1ccc(C2(C#N)CC[N+](C)(C)CC2)cc1
[12] CNCCc1nc(N)n[nH]1
[13] CCCCn1c(O)c(C(C)=NCCc2ccccc2)c(=O)[nH]c1=O
[14] O=[N+]([O-])c1ccc(N2CCNCC2)cc1Sc1ccccn1
[15] Cc1ccccc1-n1c(O)c(C=Nc2ccc(N(C)C)cc2)c(=O)[nH]c1=O
[16] COc1cc2c(cc1OC)[C@@]13CCN4CC5=CCO[C@H]6CC(=O)N2[C@H]1[C@H]6[C@H]5C[C@H]43

Assay by compound | 9 | 10 | 11 | 12 | 13 | 14 | 15 | 16
E-sel TNF inh | 5 | 10 | -7 | 0 | -13 | . | -3 | .
GALR2 blocker | -26 | 9 | 6 | -6 | -3 | 3 | -3 | 3
bCat KO growth | 19 | 95 | 100 | 92 | 93 | 102 | 40 | 88
NPY-Y2 antag | 4 | 0 | 0 | 2 | 6 | 0 | 2 | -1
MRP-1 activ | -4.2 | -2.9 | -3.0 | 0.1 | -0.2 | -1.6 | -0.8 | -1.4
BB579 growth dn | -28 | -28 | -6 | -48 | -26 | -1 | -35 | -19
PTEN del growth | 27 | 102 | 94 | 102 | 98 | 103 | 66 | 95
Phagocyt inh | . | -2 | . | 2 | -1 | . | . | .
Yeast lifespan up | . | -1 | -23 | -2 | -8 | 2 | -12 | 2
Measles CPE | 4 | 3 | 7 | 13 | 6 | 8 | 2 | 5

# Entries above that contain an aryl thioether with sulfur outside any ring, in the order listed:
[8] C=CCN1C(=O)NC(=O)/C(=C/c2cnc(SC)nc2)C1=O
[14] O=[N+]([O-])c1ccc(N2CCNCC2)cc1Sc1ccccn1

Assay by compound | 8 | 14
E-sel TNF inh | -21 | .
GALR2 blocker | 0 | 3
bCat KO growth | 93 | 102
NPY-Y2 antag | 3 | 0
MRP-1 activ | -2.9 | -1.6
BB579 growth dn | -12 | -1
PTEN del growth | 99 | 103
Phagocyt inh | 0 | .
Yeast lifespan up | -15 | 2
Measles CPE | 2 | 8

# Continued:
[17] Cc1nn(Cc2ccc(Cl)cc2Cl)c(Cl)c1C(=O)Nc1ccc(OC(F)F)cc1
[18] CN(C)C(=O)Oc1ccc(-c2cn3cc(C(F)(F)F)ccc3n2)cc1
[19] O=c1[nH]c(=S)n(CCC2=CCCCC2)c(O)c1C=NCCCn1ccnc1
[20] Cc1cc(C(=O)N=Nc2c(O)n(C)c3ccccc23)c(C)o1
[21] Cc1ccc(N2C(=O)/C(=C/c3ccc(CN(CCC#N)S(C)(=O)=O)o3)C(=O)NC2=S)cc1C
[22] CCCCCSc1cc(OC)c(CCNC)cc1OC
[23] OC(c1ccccc1)(c1ccccc1)C1CCNCC1
[24] CN1C(=O)c2ccccc2Sc2ccc(C(=O)N3CCC4(CC3)OCCO4)cc21

Assay by compound | 17 | 18 | 19 | 20 | 21 | 22 | 23 | 24
E-sel TNF inh | . | 3 | 2 | . | -13 | 6 | 20 | -33
GALR2 blocker | 10 | 2 | -1 | 0 | -4 | 11 | 7 | -5
bCat KO growth | 69 | 108 | 87 | 68 | 96 | 78 | 99 | 81
NPY-Y2 antag | 1 | 3 | 2 | 0 | 3 | 4 | 3 | 3
MRP-1 activ | -3.6 | 0.7 | -2.2 | -1.8 | -1.2 | -5.5 | -1.0 | -1.9
BB579 growth dn | -25 | -45 | -47 | -35 | 7 | -10 | -17 | -31
PTEN del growth | 58 | 107 | 95 | 74 | 101 | 87 | 110 | 77
Phagocyt inh | -1 | 0 | 0 | -5 | . | 0 | 0 | .
Yeast lifespan up | 1 | 9 | -5 | -6 | -8 | -3 | -9 | -2
Measles CPE | 4 | 3 | 9 | 22 | 52 | 14 | 6 | 12

[25] COC(=O)C1=CO[C@@H](C)[C@@H]2CN3CC[C@@]4(C(=O)Nc5ccccc54)[C@@H]3C[C@H]12
[26] CCCCCc1nc2c(c(=O)c3ccccc3n2C)c(=O)n1C1CCCCCC1
[27] CCS(=O)(=O)N1CCC(C(=O)N2CCC3(CC2)OCCO3)CC1
[28] O=C(c1cc2c(s1)-c1ccccc1OC2)N1CCC2(CC1)OCCO2

Assay by compound | 25 | 26 | 27 | 28
E-sel TNF inh | . | -4 | . | -7
GALR2 blocker | -10 | -2 | 9 | -7
bCat KO growth | 93 | 1.5* | 97 | 34
NPY-Y2 antag | 4 | 6 | 3 | 3
MRP-1 activ | -1.9 | -5.8 | -0.8 | -5.2
BB579 growth dn | -27 | 15 | -42 | -26
PTEN del growth | 88 | 1.6* | 104 | 32
Phagocyt inh | . | -8 | 0 | 0
Yeast lifespan up | -1 | 34* | -3 | -30
Measles CPE | 10 | 26 | 14 | 3
